RGS4 act: RGS4 potentiation or activation. HEK293 M3R/inducible RGS4, carbachol calcium flux Fluo4; hits give low values. B-score at 10 µM. hit rate 0.92% among 310,000. AID 463111;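 active means B-score of the integrated calcium signal more than 4 SD below the library mean, with starting fluorescence not abnormally high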;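 further: negative B-score means reduced calcium response which marks RGS4 activation or potentiation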
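Reagent: ECmax carbachol challenge; Test system: M3R-expressing HEK293 line, RGS4 induced by doxycycline; Schedule: overnight RGS4 induction, 30 min dye load 37 °C, 20 min compound RT; Detection: calcium dye Fluo4 fluorescence; Read-out: Agonist-evoked peak-minus-minimum fluorescence over baseline, integrated ratio, B score.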
MrgX1 agonist: activates human MrgX1 receptor signaling; Q96LB2; B-score at 10 µM; hit rate 0.44% among 310,000; MrgX1-HEK293 cells, Fluo-4 calcium fluorescence, agonist mode; hits give high values;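 active means calcium response B-score plate-corrected fluorescence ratio at least 3 library SD, with starting fluorescence B-score inside 5 SD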
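Test system: HEK293 cells stably expressing human MrgX1 receptor; amount: 15,000 cells per well; doses: compound delivered in addition one of three; times: overnight plating before 1 h dye loading; detection: Fluo-4 NW calcium-flux fluorescence, kinetic read; read-out basis: B-scored fluorescence response ratio; controls: positive and negative controls per plate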
TRPC6 act: activates the mouse TRPC6 cation channel | Q61143 | HEK293-TRPC6 membrane potential dye fluorescence; hits give high values | B-score at 10 µM | hit rate 0.13% among 310,000;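 active means B-score of the integrated fluorescence ratio above library mean plus 3 SD, and starting fluorescence ratio within library mean plus 5 SD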;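 further: higher score means more depolarization so channel activation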
Target sequence (Q61143 whole entry, looked up): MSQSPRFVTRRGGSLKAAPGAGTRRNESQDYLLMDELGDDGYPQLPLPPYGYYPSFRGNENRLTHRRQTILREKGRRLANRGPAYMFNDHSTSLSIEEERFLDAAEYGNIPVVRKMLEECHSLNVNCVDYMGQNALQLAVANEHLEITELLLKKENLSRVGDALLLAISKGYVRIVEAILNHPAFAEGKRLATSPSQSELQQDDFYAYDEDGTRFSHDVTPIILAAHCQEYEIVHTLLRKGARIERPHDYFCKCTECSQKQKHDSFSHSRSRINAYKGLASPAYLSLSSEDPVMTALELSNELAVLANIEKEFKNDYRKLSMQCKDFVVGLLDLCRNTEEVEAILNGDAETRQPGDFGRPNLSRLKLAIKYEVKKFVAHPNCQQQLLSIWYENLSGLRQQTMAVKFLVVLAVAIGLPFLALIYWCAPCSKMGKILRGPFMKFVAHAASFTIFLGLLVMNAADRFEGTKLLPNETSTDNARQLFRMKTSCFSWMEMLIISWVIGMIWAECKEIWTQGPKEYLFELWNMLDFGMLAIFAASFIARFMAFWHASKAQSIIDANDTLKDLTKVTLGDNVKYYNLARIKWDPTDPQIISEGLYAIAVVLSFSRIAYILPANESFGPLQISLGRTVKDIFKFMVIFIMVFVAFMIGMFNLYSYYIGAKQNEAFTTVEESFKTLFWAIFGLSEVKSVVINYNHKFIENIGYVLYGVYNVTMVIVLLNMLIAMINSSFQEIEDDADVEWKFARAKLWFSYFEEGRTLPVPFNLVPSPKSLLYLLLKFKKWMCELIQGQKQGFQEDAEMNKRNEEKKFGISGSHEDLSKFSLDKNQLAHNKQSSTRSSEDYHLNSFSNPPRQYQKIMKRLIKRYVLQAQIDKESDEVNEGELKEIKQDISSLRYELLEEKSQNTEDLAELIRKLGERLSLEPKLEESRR
HDAC3 inhib: human HDAC3 inhibition; O15379; recombinant HDAC3, fluorogenic peptide/trypsin coupled, fluorescence; inhibition, % at 8.3 µM; hit rate 0.15% among 320,000; AID 2718; in the data active means inhibition above about 26%, passing the limit was not always enough
MrgX1 allo act: allosterically activates human MrgX1 receptor signaling. B-score at 10 µM. Q96LB2. MrgX1-HEK293, Fluo-4 calcium flux, FDSS; hits give high values. hit rate 0.63% among 310,000. AID 588675;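 active means plate-corrected calcium response at least 3 library SD above typical, normal starting fluorescence, not activating the receptor alone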;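 further: compound read alongside a low EC10 to EC30 dose of BAM8-22 agonist; peak minus trough fluorescence over baseline measured at the second addition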
RGS4 inh: human RGS4 inhibition | P49798 | HEK293 M3R/RGS4 inducible, Fluo-4 calcium flux; hits give high values; triggered by carbachol at its EC20 | B-score at 10 µM | hit rate 0.45% among 310,000 | AID 463165;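 active means B-score, a plate-corrected calcium signal, over three deviations above library mean, with baseline fluorescence within five deviations of library mean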;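 further: RGS4 expression induced by doxycycline in cells with stable M3 receptor; B-score is computed from the integrated fluorescence ratio over baseline after carbachol; higher B-score means a larger calcium signal and so more RGS4 inhibition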
Target sequence (P49798 whole entry, looked up): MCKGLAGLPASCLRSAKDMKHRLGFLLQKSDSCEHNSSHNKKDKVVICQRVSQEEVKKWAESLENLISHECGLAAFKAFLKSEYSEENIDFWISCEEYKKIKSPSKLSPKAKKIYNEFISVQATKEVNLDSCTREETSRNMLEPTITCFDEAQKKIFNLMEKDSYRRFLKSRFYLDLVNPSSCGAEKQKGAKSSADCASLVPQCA
TRPC6 inh: inhibitors of mouse TRPC6 channel; Q61143; HEK293-TRPC6, membrane potential dye, ACh-evoked depolarization; hits give low values; B-score at 10 µM; hit rate 1.1% among 310,000; AID 2553;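 active means B-score under library mean minus 3 SD, initial fluorescence not abnormally high, positive integrated signal ratio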;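 further: B-score derived from integrated fluorescence ratio over the kinetic read; more negative B-score means stronger inhibition of depolarization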
TMEM16A inh: mouse TMEM16A channel inhibition, primary screen | Q8BHY3 | HEK293 TMEM16A/YFP iodide influx fluorescence, ionomycin | normalized B-score (activity score, 25-100; higher = stronger inhibition) at 10 µM | hit rate 1.2% among 310,000;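 active means ratio plate-corrected score three or more library SD toward inhibition, starting fluorescence score within five deviations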;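 further: score derived from kinetic fluorescence span divided by baseline fluorescence per well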
ANO1 activ: mouse TMEM16A channel activation, primary screen. Q8BHY3. HEK293 TMEM16A/YFP-H148Q/I152L, iodide quench fluorescence; hits give low values. B-score at 10 µM. hit rate 0.3% among 340,000. AID 623877;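 active means fluorescence-ratio B-score plate-corrected deviation score at least 3 library SD below zero, with starting fluorescence score within 5 deviations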;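 further: channel opened by trigger with iodide after compound preincubation; score built on the fluorescence ratio of max minus min over baseline; more negative score means more quench and so TMEM16A activation or potentiation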
MrgX1 antagonist: antagonists of human MrgX1 receptor | B-score at 10 µM | AID 588676 | MRGX1-HEK293 calcium flux, Fluo-4, BAM8-22 antagonism; hits give low values | hit rate 1.3% among 310,000;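 active means calcium-response B-score plate-corrected more than 3 library SD below zero, starting fluorescence within 5 deviations, no agonist response on first addition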;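 further: peak minus trough fluorescence over baseline after final BAM8-22 challenge near maximal dose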
SKKanGAS inh: blocks kanamycin growth of S. pyogenes SKKanGAS strain; BacTiter-Glo, 6 h; inhibition, % at 7.5 µM; hit rate 1.3% among 300,000; AID 1662;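 active means mean replicate score, as percent of positive control median, at least 50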;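 further: strain carries kanamycin resistance gene driven by streptokinase promoter and grows in 40 µg/ml kanamycin; loss of luminescence reflects streptokinase promoter inhibition or plain growth inhibition; 0% = median of DMSO wells and 100% = positive control at its reference dose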
Active calls of the source: *; i = inactive; / = no result given.

SMILES | RGS4 act | MrgX1 agonist | TRPC6 act | HDAC3 inhib | MrgX1 allo act | RGS4 inh | TRPC6 inh | TMEM16A inh | ANO1 activ | MrgX1 antagonist | SKKanGAS inh
CC(=O)c1c(C)oc2ccc(N(C(=O)C3CCCCC3)S(=O)(=O)c3cc([N+](=O)[O-])ccc3C)cc12 | i | i | i | / | i | i | i | i | i | i | 3
CC1=NN(C(=O)COc2ccccc2C)C(O)(c2ccc(Cl)cc2)C1 (centres undefined) | i | i | i | -10 | i | i | i | i | i | i | 1
CCOc1c(Br)cc(C2NS(=O)(=O)N=C3CCCCCN32)cc1OC (centres undefined) | i | i | i | -4 | i | i | i | i | / | i | -3
COc1cccc(NC(=S)N2CCC(Cc3ccccc3)CC2)c1 | i | i | i | 2 | i | i | i | i | i | i | /
C=CCn1cnc2c(c1=O)c1nc3ccccc3nc1n2-c1ccc(C)cc1 | i | i | i | 3 | i | i | i | i | / | i | -1
COc1ccc2c3c([nH]c2c1)C1CC2C(CC(O)C(OC)C2C(=O)O)CN1CC3 (centres undefined) | i | i | i | -8 | i | i | i | i | i | i | 4
CN1C(=O)C(O)(CC(=O)/C=C/c2ccco2)c2ccccc21 (centres undefined) | i | i | i | 7 | i | i | i | i | i | i | 0
CN1CCc2c(c3ccccc3n2Cc2ccccc2)C1 | i | i | i | 2 | i | i | -5.4* | i | i | i | 4
COc1cccc(-c2nn(-c3ccc(C)cc3)cc2C(=O)N2CCc3cc(OC)c(OC)cc3C2)c1 | -9.2* | i | i | 4 | i | i | i | i | i | i | 6
O=C(CCCOc1ccccc1)Nc1cccc(C(=O)O)c1 | i | i | i | -9 | i | i | i | i | i | i | 2
CC(C)CN(C(=O)COC(=O)c1cccc2ccccc12)c1c(N)n(Cc2ccccc2)c(=O)[nH]c1=O | i | i | i | 9 | i | i | i | i | i | i | 12
CNC(=O)Nc1cccc(C(F)(F)F)c1 | i | i | i | -10 | i | i | i | i | i | i | 1
O=C(CN1C(=O)NC2(CCCC2)C1=O)OCc1c(F)cccc1Cl | i | i | i | -1 | i | i | i | i | i | i | -8
COc1ccc(/C=N\NS(=O)(=O)c2ccc(Cl)cc2)cc1COc1ccccc1[N+](=O)[O-] | i | i | i | 0 | i | i | i | i | i | i | 26
COc1ccc(C2=NN(C(=O)CSc3nnc(-c4ccccc4F)o3)C(c3ccco3)C2)cc1 (centres undefined) | i | i | i | 0 | i | i | i | i | i | i | 20
COc1ccc(N(C(=O)c2snc(C(N)=O)c2N)C(C(=O)NCc2ccccc2)c2ccc(O)cc2)cc1 (centres undefined) | i | / | i | / | / | i | i | / | i | / | 4
CCCCc1cc(=O)oc2c(CN3CCCC3)c(O)ccc12 | i | i | i | -356 | i | i | i | i | i | i | -3
COc1ccc(/C=N/NC(=O)c2nc(-c3ccccc3)n(-c3ccccc3)n2)c(O)c1 | i | i | i | 3 | i | i | i | i | i | i | 5
COc1ccc(N2C(=O)CC(N3CCC(C(N)=O)CC3)C2=O)cc1 (centres undefined) | i | i | i | -3 | i | i | i | i | i | i | -5
CCCCc1oc2c(c(=O)c1C)C(=O)CC(c1ccccc1)C2 (centres undefined) | i | i | i | 1 | i | i | i | i | i | i | 0
CCCn1ncc(CN2CCC(C(=O)Nc3cccc(-c4cccc(F)c4)c3)CC2)c1C | i | i | i | 3 | i | i | i | i | i | i | -15
COc1ccc(/C=N/OCC(=O)Nc2cc(C)on2)cc1OC | i | i | i | -1 | i | i | i | i | i | i | 0
Cc1cc(C)nc(/N=C2/NC(=O)CS2)n1 | i | i | i | 0 | i | i | i | i | i | i | -7
Cn1c2ccccc2c2cnn(CC(=O)O)c(=O)c21 | i | i | i | -5 | i | i | i | i | i | i | -5
COc1ccccc1C(CC(=O)Nc1nccs1)c1ccco1 (centres undefined) | i | i | i | 17 | i | i | i | i | i | i | -6
CCC1=NN(C(=O)Cc2ccc(OC)cc2)C(O)(C(F)(F)F)C1 (centres undefined) | i | i | i | -2 | i | i | i | i | i | i | 2
O=C(NCc1cccnc1)c1cccc(F)c1 | i | i | i | -6 | i | i | i | i | i | i | 1
COc1cc(CNc2ccc3c(c2)CCC3)cc(OC)c1O | i | i | i | -1 | i | i | i | i | i | i | 1
CC(=O)n1cc(/C=N/NC(=O)c2ccccc2Cl)c2ccccc21 | i | i | i | 5 | i | i | i | i | i | i | 0
COCCN(CCOC)S(=O)(=O)c1ccc(OC)cc1 | i | i | i | 6 | i | i | i | i | i | i | 0
COc1ccc(C(=O)N/C(=C\c2ccccc2)C(=O)Nc2ccc(C(=O)NCC(=O)O)cc2)cc1 | i | i | i | 3 | i | i | i | i | i | i | 1
COc1ccc(OC)c(CCNC(=O)CN2C(=O)COc3ccc(S(=O)(=O)N4CCOCC4)cc32)c1 | i | i | i | 1 | i | i | i | i | i | i | 0
O=S(=O)(c1cnccc1N1CCN(CCO)CC1)N1CCCCC1 | i | i | i | 0 | i | i | i | i | i | i | 2
Cc1ccc(OCC(=O)c2cc(C)n(C3CC3)c2C)c([N+](=O)[O-])n1 | i | i | i | 0 | i | i | i | i | i | i | 13
O=C(c1cc(-c2ccc3c(c2)OCO3)on1)N1CCCCC1 | i | i | i | -8 | i | i | i | i | i | i | 5
CC(C)CN1CCC(=O)N([C@H](CO)Cc2ccccc2)CC1 | i | i | i | -1 | i | i | i | i | i | i | 5
O=C(Cc1ccccc1)N1CCN(c2ccccc2F)CC1 | i | i | i | 3 | i | i | i | i | i | i | 0
CN(C)C(=O)c1nc2ccccc2s1 | i | i | i | 6 | i | i | i | i | i | i | -16
COc1ccc(C(=O)NC(=S)Nc2cccnc2)cc1OC | i | i | i | 10 | i | i | i | i | i | i | -17
CCOc1ccccc1CN(Cc1ccco1)S(=O)(=O)c1ccc(-n2cnnn2)c(OC)c1 | i | / | i | / | / | i | i | / | i | / | -9
CCOc1cc2[nH]c(=S)n(CCCC(=O)NCc3ccco3)c(=O)c2cc1OCC | i | i | i | 2 | i | i | i | i | i | i | 2
COc1cccc(C(=O)NC(=S)Nc2ccc(Cl)cc2C(=O)O)c1 | i | i | i | -10 | i | i | i | i | i | i | 18
O=C(CCCC(=O)c1ccc(O)cc1)c1ccc(O)cc1 | i | i | i | 0 | i | i | i | i | i | i | -6
CCC(C)NCCCCOc1cc(C)cc(C(C)C)c1 (centres undefined) | -7.3* | i | i | -3 | i | i | i | i | i | i | 1
Cc1sc2nc(CN(Cc3ccccc3)C(=O)NC3CCCCC3)[nH]c(=O)c2c1C | i | i | i | 5 | i | 5.1* | i | i | i | i | 6
CCCCC(=O)Nc1c2c(nn1-c1ccc(C)cc1)CS(=O)(=O)C2 | i | i | i | 0 | i | i | i | i | i | i | -9
CC(C)C(=O)Nc1ccc(N2CCN(S(C)(=O)=O)CC2)cc1 | i | i | i | 2 | i | i | i | i | i | i | -1
Cc1ccc(Nc2cc(=O)n(C3CCCCC3)c(=O)[nH]2)cc1C | i | i | i | 1 | i | i | i | i | i | i | 6
CC1CCCCN1c1ncnc(N)c1[N+](=O)[O-] (centres undefined) | i | i | i | 3 | i | i | i | i | i | i | -8
COc1ccc(C(=O)CN2CCN(c3cc(C)nc4ccccc34)CC2)cc1 | i | i | i | 2 | i | i | i | i | i | i | -2
COc1ccc(NC(=O)c2ccccc2NC(=O)CSc2ccc(C)cc2)cc1 | i | i | i | -4 | i | i | i | i | i | i | -21
O=C(COc1ccc2ccccc2c1)NCCNC(=O)COc1ccc2ccccc2c1 | i | i | i | 6 | i | i | i | i | i | i | 1
CC(C)(C)NC(=O)COC(=O)/C=C/c1ccccc1[N+](=O)[O-] | i | i | i | -3 | i | i | i | i | i | i | 8
O=C(CNC(=O)Cc1ccccc1)NCC(=O)OCC(=O)c1ccc(Cl)cc1 | i | i | i | -12 | i | i | i | i | i | i | 1
CN(C)NC1CC(=O)N(c2ccccc2)C1=O (centres undefined) | i | i | i | -6 | i | i | i | i | i | i | 1
O=C(CN(Cc1ccco1)C(=O)CNS(=O)(=O)c1ccccc1)NCc1ccc(F)cc1 | i | i | i | -6 | i | i | i | i | i | i | -10
O=C(CSc1ccc(-c2cccs2)nn1)Nc1ccccc1 | i | i | i | -2 | i | i | i | i | i | i | -3
O=C(Cc1ccc(Br)cc1)Nc1cccc(-c2cn3c(n2)SCC3)c1 | i | i | i | 4 | i | i | i | i | i | i | 2
CC(=O)N/C(=C\c1ccccc1)C(=O)OCc1cc(C)ccc1C | i | i | i | -4 | i | i | i | i | i | i | 2
COC(=O)c1ccccc1NC(=O)N1CCN(c2ccccc2F)CC1 | i | i | i | 4 | i | i | i | i | i | i | 1

2 entries from above, reformatted.
Order of values – RGS4 act	MrgX1 agonist	TRPC6 act	HDAC3 inhib	MrgX1 allo act	RGS4 inh	TRPC6 inh	TMEM16A inh	ANO1 activ	MrgX1 antagonist	SKKanGAS inh
> CC(=O)c1c(C)oc2ccc(N(C(=O)C3CCCCC3)S(=O)(=O)c3cc([N+](=O)[O-])ccc3C)cc12
    i	i	i	/	i	i	i	i	i	i	3
> CC1=NN(C(=O)COc2ccccc2C)C(O)(c2ccc(Cl)cc2)C1 (centres undefined)
    i	i	i	-10	i	i	i	i	i	i	1

(continued)
SMILES | RGS4 act | MrgX1 agonist | TRPC6 act | HDAC3 inhib | MrgX1 allo act | RGS4 inh | TRPC6 inh | TMEM16A inh | ANO1 activ | MrgX1 antagonist | SKKanGAS inh
Cc1cnc(Sc2ncccc2[N+](=O)[O-])nc1 | i | i | i | 1 | i | i | i | i | i | i | -4
COC(=O)CC(NS(=O)(=O)c1cccs1)c1ccccc1Cl (centres undefined) | i | i | i | 0 | i | i | i | i | i | i | -5
COCc1nnc(NC(=O)c2ccc(S(=O)(=O)N(C)C3CCCCC3)cc2)o1 | i | i | i | 1 | i | i | i | i | i | i | 62*
O=C(Nc1sc2c(c1C(=O)O)CCCC2)c1cccs1 | i | i | i | 6 | i | i | i | i | i | i | 14
Cc1cccn2c(=O)c3cc(C(=O)NCCc4ccccc4)c(=N)n(Cc4ccco4)c3nc12 | -8.6* | i | i | -6 | i | i | i | i | i | i | 7
Cc1onc(-c2ccccc2)c1C(=O)NC(C)C1CCCO1 (centres undefined) | i | i | i | -1 | i | i | i | i | i | i | -4
C[C@H](N)C(=O)OCc1ccc([N+](=O)[O-])cc1 | i | i | i | 9 | i | i | i | i | i | i | 2

Screens from PubChem BioAssay.
